Screens from PubChem.
GAA glycogen mod – GAA glycogen-cleavage inhibition or activation; 300,000 compounds, 0.38% hits; recombinant GAA, glycogen substrate, Amplex Red glucose oxidase fluorescence; Potency, µM (doses to about 76.4 µM), for inactives: top-dose activity change, negative = inhibition, hits mostly inhibitors;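 note: 0% = full enzyme reaction and -100% = no-enzyme basal signal; the screen sought inhibitors and activators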
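qHTS, 1536-well; enzyme 4 nM final; cpd up to 77 uM; substrate bovine liver glycogen 30 ug; 50 mM citrate/phosphate pH 5.0, 0.01% Tween-20; 37 C, 40 min; Amplex Red detection 45 min RT; Hill fit → AC50.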
GAA spleen mod – inhibitors or activators of human alpha-glucosidase in spleen homogenate. 240,000 compounds, 0.006% hits. human spleen homogenate, 4-MU-alpha-glucoside fluorescence. P10253. Potency, µM (titrated, usually from 79.9 µM), without a hit: at the top dose activity change, negative = inhibition, actives largely listed as inhibitors;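 note: 0% = enzyme with vehicle and -100% = no enzyme basal signal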
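Compounds were titrated against alpha-glucosidase in spleen homogenate at pH 5.0, with 1 mM 4-methylumbelliferyl substrate for 40 min at 37 C. Reactions were quenched with pH 10 NaOH/glycine and fluorescence measured.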
NPSR antag – antagonists of human neuropeptide S receptor cAMP signaling; AID 1461; 220,000 compounds, 1% hits; Q6W5P4; Potency, µM (doses to about 38.3 µM), for the others: at the highest dose activity change, negative = inhibition, hits mostly inhibitors; CHO-NPSR cells, cAMP TR-FRET, antagonist mode; note: % is set by controls: 0 for no effect and ±100 for the full control effect; nearly all actives have a fitted effect of over 50% in size; many of its hits are not listed in these tables
aGal spleen mod – alpha-galactosidase A (human) modulation; 240,000 compounds, 0.008% hits; Potency, µM (series often up to 80 µM), for inactives: at the top dose activity change, negative = inhibition, usual class: inhibitors; human spleen homogenate, 4MU-alpha-Gal fluorescence, 40 min;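 note: 0% = enzyme with vehicle and -100% = no enzyme basal signal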
Target sequence (P06280 32-429 limits assumed): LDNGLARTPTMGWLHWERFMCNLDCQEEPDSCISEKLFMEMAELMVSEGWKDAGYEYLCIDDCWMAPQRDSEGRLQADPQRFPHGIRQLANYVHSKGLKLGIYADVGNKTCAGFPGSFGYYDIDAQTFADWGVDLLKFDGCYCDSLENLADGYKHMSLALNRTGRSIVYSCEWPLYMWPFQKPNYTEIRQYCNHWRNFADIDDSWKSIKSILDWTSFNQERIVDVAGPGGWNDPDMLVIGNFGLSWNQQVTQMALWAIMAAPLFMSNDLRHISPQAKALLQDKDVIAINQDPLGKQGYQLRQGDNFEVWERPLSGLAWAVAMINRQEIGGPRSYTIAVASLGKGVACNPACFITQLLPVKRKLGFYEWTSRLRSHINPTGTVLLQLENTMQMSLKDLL
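Human spleen homogenate (1 ug) was the enzyme source, with 4-methylumbelliferyl-alpha-D-galactopyranoside (1 mM final) in pH 5.0 citrate buffer with 0.01% Tween-20. Compounds were titrated; after 40 min at 37C, NaOH/glycine stop, 4-MU fluorescence read; AC50 from Hill fits.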
Tau fluor cs – counter-screen for tau fibril formation inhibitors; tau K18 P301L (four-repeat tau fragment) Alexa594 fluorescence, heparin fibrillization; Potency, µM (top dose mostly 57.7 µM), without a hit: at the top dose activity change, negative = decrease; 280,000 compounds, 0.93% hits; note: % is set by controls: 0 for no effect and ±100 for the full control effect; nearly all actives have a fitted effect of over 55% in size
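Human K18 P301L tau (15 uM unlabeled plus 0.24 uM Alexa 594-labeled, final) in 100 mM sodium acetate pH 7 was mixed with compound and 20 uM heparin and incubated 6 hr at 37 C.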
GAA inh – alpha-glucosidase (human) inhibition. purified human GAA, 4-MU-alpha-glucoside fluorescence. Potency, µM (top dose mostly 76.9 µM), inactives show at the highest dose activity change, negative = inhibition, hits mostly inhibitors. 200,000 compounds, 0.005% hits;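 note: plate controls were uninhibited enzyme wells for no effect and no-enzyme background for full effect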
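Fluorogenic assay: 4 nM human alpha-glucosidase with 400 uM 4-methylumbelliferyl-alpha-D-pyranoside in 50 mM citrate/phosphate, 0.005% Tween-20, pH 5.0, 20 min at room temperature. Compounds tested up to 77 uM; AC50 from Hill fits.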
ALDH1A1 block – blocks purified human ALDH1A1 activity; P00352; Purified ALDH1A1, NADH fluorescence, propionaldehyde substrate; Potency, µM (top dose mostly 75.3 µM), for inactives: top-dose activity, negative = inhibition, hits mostly inhibitors; 220,000 compounds, 7.3% hits; AID 1030; active = well fitted inhibition curve with a large enough effect, not every such curve was filed as active; inconclusive = small, poorly fitted or top-dose-only effect, or another doubt; inactive = no such curve, though single readings can be large or run the other way;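 note: plate controls were no enzyme wells and a reference inhibitor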
Target sequence (P00352 whole entry, looked up): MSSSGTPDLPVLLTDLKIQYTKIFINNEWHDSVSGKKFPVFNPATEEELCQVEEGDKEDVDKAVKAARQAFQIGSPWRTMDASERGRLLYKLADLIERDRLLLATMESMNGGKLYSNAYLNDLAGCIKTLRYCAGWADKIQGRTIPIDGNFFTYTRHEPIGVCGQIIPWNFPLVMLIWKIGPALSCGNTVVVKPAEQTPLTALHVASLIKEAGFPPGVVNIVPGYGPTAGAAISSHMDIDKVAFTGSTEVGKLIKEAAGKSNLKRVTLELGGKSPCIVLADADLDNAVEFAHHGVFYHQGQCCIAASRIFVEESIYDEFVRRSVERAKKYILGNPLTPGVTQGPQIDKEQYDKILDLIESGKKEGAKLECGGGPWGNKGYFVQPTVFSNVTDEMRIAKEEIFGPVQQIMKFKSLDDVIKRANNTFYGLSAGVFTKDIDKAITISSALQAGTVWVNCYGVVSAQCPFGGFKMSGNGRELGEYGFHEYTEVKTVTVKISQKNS
Epigenetic reg – epigenetic control regulation, reporter derepression; 280,000 compounds, 0.2% hits; Potency, µM (titrated, usually from 53.9 µM), without a hit: at the top dose GFP activation, usual class: activators; murine LDR cells, GFP reporter derepression, 30 h; note: % of control where 0% means no effect; nearly all actives have a fitted effect of over 60% in size
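GFP-positive cell count by laser-scanning cytometry (objects 20–120 um) after 30 h, 37 C compound exposure of murine LDR cells; reporter is CMV-GFP integrated at a silenced locus, inducible by HDAC or DNMT inhibitors.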
Numbers without * were called inactive; ? = inconclusive; nt = not tested or not shown; & = joins results of further samples; ! = not active in a repeat; [ ] = another dose, or the depositor's remark. Unless noted, calls come from the whole dose curve; as a rule, active = well fitted curve in the direction sought with a large enough effect; inconclusive = small, poorly fitted or top-dose-only effect, or another doubt; inactive = no such curve, though single readings can be large; an effect the other way counts as inactive or inconclusive. Potency is the fitted concentration of half-maximal effect.

SMILES	GAA glycogen mod	GAA spleen mod	NPSR antag	aGal spleen mod	Tau fluor cs	GAA inh	ALDH1A1 block	Epigenetic reg
CCn1c(CSc2nc3ccccc3n2C)nc2ccccc21	-2%	0%	-7%[46.1 µM]	0%	3%	-3%	-9%	2.4%
CCOc1ccc(C2c3[nH]c4ccccc4c3CCN2CCCn2cccn2)cc1 (configuration not stated)	-3%	4%	43%	7%	-22%	nt	?	-0.2%
Cc1cc(C)c2nc(NNC(=O)c3cc(=O)c4ccccc4o3)sc2c1	-4%	-5%	-13%	-4%	?	nt	-10%	-0.2%
O=C(Nc1cccc2ccccc12)N1CCN(c2ccc(F)cc2)CC1	1%	-3%	-3%[46.1 µM]	-3%	-4%	4%	-2%	4.0%
COc1ccc(C2SCCN2S(=O)(=O)c2ccc(F)cc2)cc1OC (configuration not stated)	0%	4%	0%[46.1 µM]	5%	-10%	3%	-8%	-0.9%
CCCCCCCCNC(C)C(O)c1ccc(SC(C)C)cc1 (configuration not stated)	-1%	5%&-3%	?	4%&2%	-14%&-15%	-11%[15.4 µM]	7.9µM*!	?
c1csc(CNc2ncncc2-c2ccc3c(c2)OCO3)c1	nt	4%	nt	-19%	2%	nt	?	-3.6%
CCN(CC)c1ccc2cc(C(C)=O)c(=O)oc2c1	4%	-1%	-11%[46.1 µM]	6%	-5%	-9%	-8%	2.4%
CC(C)CCNC(=O)CCSCCC(=O)NCCC(C)C	-5%	2%	9%	0%	6%	-10%	6%	-3.8%
COc1cccc(NC(=S)Nc2ccc(O)cc2)c1	-5%	3%	8%	1%	?	nt	nt	1.1%
O=c1c2ccccc2n2c(-c3ccc(C(F)(F)F)cc3)nnc2n1Cc1ccccc1	5%	-7%	-18%[46.1 µM]	-5%	-6%	3%	-6%	2.6%
COc1ccc2c3c(c(=O)oc2c1OCC(=O)C(C)(C)C)CCCC3	-2%	-10%	?	-12%	-7%	-6%	?	-3.2%
CC(=O)NC(C)c1ccc(Cl)c(Cl)c1 (configuration not stated)	-7%	-2%	4%[46.1 µM]	3%	-2%	-2%[15.4 µM]	8%	2.7%
COc1ccc(C(=O)CCN2CCc3cc(OC)c(OC)cc3C2)cc1	-3%	5%	5%	8%	11%	-5%	0.22µM*	1.1%
COc1cc2c(cc1NC(=O)/C=C/c1cc(OC)c(OC)c(OC)c1)oc1ccccc12	-3%	3%	-2%	-1%	?	-11%	-3%	0.0%
CC(=O)Nc1ccc(NC(=O)COC(=O)[C@@H](NC(=O)c2ccc(F)cc2)C(C)C)cc1	-2%	13%	4%	7%	-7%	-7%	1%	-0.3%
O=C1COCCOCCOCC(=O)NCCN1	0%	3%	-5%	8%	-7%	-18%	11%	-1.1%
Cn1c(=N)c(S(=O)(=O)c2ccc(F)cc2)cc2c(=O)n3ccccc3nc21	3%	2%	-15%[46.1 µM]	-6%	-6%	2%	?	-1.2%
COC(=O)Cn1c(=NC(=O)c2cccc(OC)c2)sc2cc(OC)ccc21	12%	-2%	-26%	3%	-18%	?	?	-0.9%
NC(=O)c1ncc(C(F)(F)F)cc1Oc1ccc(C(F)(F)F)cc1	16%	-18%	-6%[46.1 µM]	2%	-6%	4%	-5%	-1.0%
O=C(CN1CCCC1)N1CCN(c2ccccc2)CC1	-7%	-3%	-15%	3%	-2%	-12%	?	-1.1%
C/C(=C\c1ccccc1)C(=O)NCCN1CCOCC1	-12%	-18%	19%	-6%	-2%	3%	-7%	1.2%
O=C(O)CCC(=O)c1ccc2ccc3cccc4ccc1c2c34	1%	26%	19%	?	-7%	nt	?	-0.5%
Cn1c(SCC(=O)N/N=C/c2ccncc2)nc2ccccc21	7%	3%	-5%	10%	-14%	nt	nt	-1.0%
O=C(N=Nc1c(O)[nH]c2ccccc12)c1ccco1	8%	-3%	49%	-2%	-16%	-12%	-13%	-1.8%

Going on with the list:
SMILES	GAA glycogen mod	GAA spleen mod	NPSR antag	aGal spleen mod	Tau fluor cs	GAA inh	ALDH1A1 block	Epigenetic reg
Cc1ccc(C2=N/C(=C\N3CCCCC3)C(=O)O2)cc1	-8%	-5%	-3%[46.1 µM]	-4%	-29%	?	?	4.1%
CC(=O)c1ccc(NC2c3ncccc3C(=O)N2Cc2ccc(F)cc2)cc1 (configuration not stated)	-3%	-1%	-15%[46.1 µM]	4%	-5%	7%	?	0.0%
COc1ccc(OC)c(NC(=O)c2cnc3n(c2=O)CCS3)c1	0%	-3%	2%[46.1 µM]	-4%	-8%	-7%	?	-3.5%
COCCCNC(=O)c1cc2cc(Br)ccc2oc1=O	15%	-2%	8%	-5%	3%	-13%	?	1.1%
CCOC(=O)Cn1nc(C)n(-c2ccccc2)c1=O	7%	2%	-9%[46.1 µM]	2%	1%	2%	8%	0.0%
Cc1ccc2nc(Cc3ccc(N)cc3)oc2c1	0%	-15%	-2%[46.1 µM]	-3%	-14%	-1%	5%	-1.5%
CCOC(=O)CSc1nnc(Cc2cc(=O)[nH]c(=O)[nH]2)n1-c1cccc(OC)c1	5%	2%	4%[46.1 µM]	-3%	7%	-7%	8%	-3.3%
COc1ccc(S(=O)(=O)N(C(=O)C(C)C)c2ccc3oc(=O)sc3c2)cc1	-11%	-4%	-6%[46.1 µM]	3%	-23%	-5%	?	0.0%
CN(c1ccc(OCC(=O)N2CCN(c3ccc(F)cc3)CC2)cc1)S(=O)(=O)c1cccs1	-6%	-3%	-19%	1%	-24%	-3%	-4%	15%
O=C(CSc1ccc(-c2cccc([N+](=O)[O-])c2)nn1)NCc1ccccc1	3%	nt	-14%	8%	-17%	?	1%	3.4%
O=C(CSc1nc(-c2ccccc2)c(-c2ccccc2)o1)Nc1nnc(-c2ccccc2)s1	-2%	4%	-11%[46.1 µM]	12%	-15%	?	-14%	-1.1%
COc1ccc(C2c3c(oc4ccc(Cl)cc4c3=O)C(=O)N2Cc2ccco2)cc1OC (configuration not stated)	-19%	-3%	8%[46.1 µM]	-4%	3%	6%	?	-3.9%
CC(=O)Nc1ccc2c(c1)nc(CCN1CCOCC1)n2C	-11%	3%	-4%[46.1 µM]	-1%	-2%	1%	7%	-0.7%
Brc1cccc(CNCCCN2CCOCC2)c1	21%	3%	17%	1%	-3%	2%	2%	3.4%
CC1(C)CC(=O)C(N=Nc2cccc(F)c2C#N)=C(O)C1	3%	-7%	8%	-11%	12%	nt	nt	12%
Cc1ccc(C(=O)C2=C(O)C(=O)N(c3ncccn3)C2c2cccc(Cl)c2)o1 (configuration not stated)	-12%	3%	3%[46.1 µM]	13%	3%	1%	13µM*	1.4%
O=C(c1cc(-c2ccc(Cl)cc2Cl)on1)N1CCOCC1	-3%	-14%	-4%[46.1 µM]	18%	1%	2%	10%	0.0%
Cc1ccc(-n2ncc3c2ncn2c(-c4ccncc4)nnc32)cc1	10%	1%	-1%[46.1 µM]	-5%	3%	4%	7%	-0.2%
O=C(CCCOc1ccccc1)N1CCCc2ccccc21	1%	-19%	-19%[46.1 µM]	-5%	-7%	-1%	-7%	0.2%
Cc1cc(C(=O)N2CCC(C(F)(F)F)n3nccc32)on1 (configuration not stated)	7%	5%	-11%[46.1 µM]	4%	4%	-1%	10%	-1.1%
COc1cc(/C=N/NC(=O)CC23CC4CC(CC(C4)C2)C3)cc(Br)c1OCC(=O)N(C)C	-4%	-2%	-34%	1%	-2%	2%	?	0.0%
COc1ccc(N2C(=O)C3CC=C(Cl)CC3C2=O)cc1 (configuration not stated)	6%	-5%	22%[46.1 µM]	-11%	-9%	-5%	-2%	-2.4%
CCOc1ccc(C(C)(O)CN2CCOCC2)cc1 (configuration not stated)	-6%	2%	-3%[46.1 µM]	3%	-1%	-6%	2%	1.1%
Nc1nc(SCC(=O)c2cccs2)n[nH]1	-5%	7%	10%	-3%	2%	-3%	2%	-4.1%
COC(=O)c1ccc(NC(=O)N2CCC(O)(c3cccnc3)CC2)cc1	2%	7%	-7%[46.1 µM]	1%	2%	-2%	0%	0.8%

Grouped by structure: the entries above with bromine
SMILES	GAA glycogen mod	GAA spleen mod	NPSR antag	aGal spleen mod	Tau fluor cs	GAA inh	ALDH1A1 block	Epigenetic reg
COCCCNC(=O)c1cc2cc(Br)ccc2oc1=O	15%	-2%	8%	-5%	3%	-13%	?	1.1%
Brc1cccc(CNCCCN2CCOCC2)c1	21%	3%	17%	1%	-3%	2%	2%	3.4%
COc1cc(/C=N/NC(=O)CC23CC4CC(CC(C4)C2)C3)cc(Br)c1OCC(=O)N(C)C	-4%	-2%	-34%	1%	-2%	2%	?	0.0%

(listing goes on)
SMILES	GAA glycogen mod	GAA spleen mod	NPSR antag	aGal spleen mod	Tau fluor cs	GAA inh	ALDH1A1 block	Epigenetic reg
CC1(C)C2CC=C(/C=N/NC(=S)Nc3cccnc3)C1C2 (configuration not stated)	-12%	-1%	-51%	-4%	2%	-5%	0%	-1.4%
Cn1c(CCN2CCOCC2)nc2cc(NC(=O)COc3ccccc3)ccc21	2%	-7%	9%[46.1 µM]	-1%	3%	-4%	-9%	0.0%
COc1ccc(-n2c(Cc3cccn3C)nnc2SCC(=O)Nc2ccc(Cl)cc2)cc1	-9%	-3%	?	-5%	-23%	-9%	4µM*	-1.8%
Cc1cc([N+](=O)[O-])nn1CC(=O)NCc1ccco1	15%	-1%	12%	-7%	4%	?	-3%	1.3%
CCC(C)NC(=O)c1cc(OC)c(OC)c(OC)c1 (configuration not stated)	0%	4%	3%[46.1 µM]	6%	-2%	9%	-8%	-5.6%
Cc1ccc(C(=O)NC(=S)Nc2ccc(S(=O)(=O)N3CCN(C)CC3)cc2)cc1	-4%	-13%	-1%[46.1 µM]	-18%	-6%	-1%	?	-2.3%
COc1ccc(Nc2nc(NN)nc(C)c2[N+](=O)[O-])cc1	-30%	5%	-13%	10%	?	-7%	?	-2.5%
CCC(COC)NCc1cn(-c2ccc(OC)cc2)nc1-c1cccc(F)c1 (configuration not stated)	-6%	2%	7%	-13%	-18%	-14%	?	-0.1%
CCCn1c(=O)c2c(nc3n2CCN3Cc2ccco2)n(C)c1=O	-3%	-18%	14%	0%	-9%	0%	-4%	0.1%
COc1ccc2cc3cc(C(=O)NCCCN4CCOCC4)oc3nc2c1	3%	?	-1%[46.1 µM]	?	3%	?	?	0.0%

An excerpt, so the mix of outcomes need not match the whole.
